Screening results (PubChem)
IL2 activator – qHTS of IL-2 Activators | IL-2 activation reporter assay, cell-based qHTS; stimulated with anti-CD3/CD4/CD28 beads; in transgenic mouse T cells | activation, % (series mostly up to about 46 µM) | 0.065% of 360,000 active; in the data active = activation above about 50%; inconclusive = mostly about 30% to 49%; note: 0% is about no effect
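Readout is EGFP and DsRed signal by fluorescent plate cytometry after 18 h at 37 degrees C. Transgenic mouse T cells (750/well) received compound for 60 min before bead stimulation (anti-CD3, anti-CD4, anti-CD28); memory T cells served as non-tolerant control.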
EPAC1 antag – qHTS for Antagonist of cAMP-regulated guanine nucleotide exchange factor 3 (EPAC1): primary screen. 0.14% of 360,000 active. Potency, µM (highest dose often 115 µM), inactives show top-dose activity change, negative = inhibition, hits mostly inhibitors. EPAC1 GEF assay, Rap1b-BODIPY-GDP exchange fluorescence;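 note: potency is the fitted concentration of half-maximal effect; plate controls were vehicle for no effect and positive control for full effect; nearly all actives have a fitted effect of over 50% in size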
PI5P4K alpha inh – qHTS for Inhibitors of phosphatidylinositol 5-phosphate 4-kinase (PI5P4K); Phosphatidylinositol 5-phosphate 4-kinase type-2 alpha (Homo sapiens), P48426; max response, %; 1.2% of 330,000 active; PI5P4Kalpha enzyme, ADP-Glo luminescence, 60 min; active compounds read low; active = max response of -50% or lower; inconclusive = between -30% and -50%; inactive = -30% or higher; note: value at the top dose of about 77 µM; % is set by controls: 0 for no effect and ±100 for the full control effect
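Luminescence from ADP-Glo served as readout of PI5P4Kalpha activity in a qHTS format. Reaction: enzyme, substrate, compound, ATP at 5 microM final, 60 min at RT.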
EPAC1 ag – qHTS for Agonist of cAMP-regulated guanine nucleotide exchange factor 3 (EPAC1): primary screen; EPAC1 agonist qHTS, biochemical assay; response scale: 100% = response to 6.5 mM cAMP; AID 720707, 2013; 0.073% of 360,000 active; Potency, µM (doses to about 154 µM), without a hit: at the top dose activation, usual class: activators; note: potency is the fitted concentration of half-maximal effect; nearly all actives have a fitted effect of over 60% in size
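Fluorescent GDP-exchange assay: 100 nM EPAC1 with 250 nM Rap1B preloaded with BODIPY-GDP and 50 uM GDP; compounds tested as concentration series, 5 min at room temperature, then read every 5 min for 30 min (ex 480/em 540 nm); normalized to 6.5 mM cAMP.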
PLK1 PBD block – qHTS for Inhibitors of PLK1-PDB (polo-like kinase 1 - polo-box domain): Primary Screen; Serine/threonine-protein kinase PLK1 (Homo sapiens), P53350; Plk1 PBD binding of FITC phosphopeptide, fluorescence polarization; Potency, µM, without a hit: max response, negative = inhibition, most hits filed as inhibitors; 2.8% of 360,000 active; AID 720504, 2013; note: potency is the fitted concentration of half-maximal effect; series mostly up to about 57 µM; % is set by controls: 0 for no effect and ±100 for the full control effect; nearly all actives have a fitted effect of over 65% in size
Abeta rescue – qHTS for compounds that reverse cellular toxicity of Amyloid beta (A-beta) peptide in yeast: Primary Screen; 0.063% of 410,000 active; Potency, µM (series often up to 46.1 µM), inactives show at the highest dose growth rescue, hits mostly activators; AID 1347071, 2019; yeast expressing A-beta42, growth rescue, OD600, 48 h; response scale: 0% DMSO, 100% iron-clioquinol control; note: potency is the fitted concentration of half-maximal effect; nearly all actives have a fitted effect of over 55% in size
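Growth rescue measured by 600 nm absorbance after 48 h yeast culture at 30 C with compound. Values normalized between DMSO and an equimolar ferric chloride plus clioquinol control.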
WRN inhibitor – qHTS for Inhibitors of WRN Helicase; Potency, µM (series often up to 114 µM), for inactives: at the highest dose activity change, negative = inhibition, actives largely listed as inhibitors; Bifunctional 3'-5' exonuclease/ATP-dependent helicase WRN (Homo sapiens), Q14191; 0.46% of 360,000 active; WRN helicase unwinding, fluorescent forked duplex, kinetic; note: potency is the fitted concentration of half-maximal effect; % is set by controls: 0 for no effect and ±100 for the full control effect; nearly all actives have a fitted effect of over 55% in size
Target sequence (Q14191 whole entry, looked up): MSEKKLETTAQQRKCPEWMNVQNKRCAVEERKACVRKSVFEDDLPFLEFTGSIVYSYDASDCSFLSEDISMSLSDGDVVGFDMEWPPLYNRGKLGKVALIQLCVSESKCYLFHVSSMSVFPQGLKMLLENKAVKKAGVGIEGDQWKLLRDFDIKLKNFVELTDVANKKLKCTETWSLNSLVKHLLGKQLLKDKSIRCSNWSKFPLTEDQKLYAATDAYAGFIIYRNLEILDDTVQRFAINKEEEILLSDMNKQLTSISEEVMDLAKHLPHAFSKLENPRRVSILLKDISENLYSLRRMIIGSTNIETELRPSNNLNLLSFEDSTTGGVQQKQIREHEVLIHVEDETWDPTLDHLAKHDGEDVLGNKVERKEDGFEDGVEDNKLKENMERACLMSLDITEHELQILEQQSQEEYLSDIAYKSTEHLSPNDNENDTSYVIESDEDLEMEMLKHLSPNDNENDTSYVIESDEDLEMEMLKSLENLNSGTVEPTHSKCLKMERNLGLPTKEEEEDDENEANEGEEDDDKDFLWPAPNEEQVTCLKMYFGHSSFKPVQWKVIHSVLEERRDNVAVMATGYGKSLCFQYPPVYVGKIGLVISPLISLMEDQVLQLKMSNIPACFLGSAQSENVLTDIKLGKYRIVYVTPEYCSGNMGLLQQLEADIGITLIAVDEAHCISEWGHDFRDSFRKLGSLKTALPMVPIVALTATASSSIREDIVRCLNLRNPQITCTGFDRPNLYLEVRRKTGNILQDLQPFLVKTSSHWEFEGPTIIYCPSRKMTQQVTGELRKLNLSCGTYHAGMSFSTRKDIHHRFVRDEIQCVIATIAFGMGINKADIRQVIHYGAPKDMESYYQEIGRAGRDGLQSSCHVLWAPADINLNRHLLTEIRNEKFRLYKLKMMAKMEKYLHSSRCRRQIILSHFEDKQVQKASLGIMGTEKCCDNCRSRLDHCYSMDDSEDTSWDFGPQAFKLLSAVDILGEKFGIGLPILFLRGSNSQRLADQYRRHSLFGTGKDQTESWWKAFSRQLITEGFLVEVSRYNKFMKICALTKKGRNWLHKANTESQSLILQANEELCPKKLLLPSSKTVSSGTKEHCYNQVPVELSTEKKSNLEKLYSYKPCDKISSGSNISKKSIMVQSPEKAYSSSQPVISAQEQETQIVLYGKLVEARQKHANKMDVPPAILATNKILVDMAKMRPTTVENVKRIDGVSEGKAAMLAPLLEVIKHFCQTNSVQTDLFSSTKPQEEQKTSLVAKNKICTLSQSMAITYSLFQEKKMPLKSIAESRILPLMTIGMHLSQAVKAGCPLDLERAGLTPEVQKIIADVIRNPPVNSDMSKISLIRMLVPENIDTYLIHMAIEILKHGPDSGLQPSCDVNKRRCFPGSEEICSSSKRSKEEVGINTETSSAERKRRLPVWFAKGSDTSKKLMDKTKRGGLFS
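WRN at 20 nM final was preincubated with compound for 15 min at room temperature; reaction started with 100 nM forked duplex oligonucleotide carrying fluorophore and quencher plus 2 mM ATP (final). Unwinding followed kinetically by red fluorescence (ex 525/em 598 nm).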
FUS suppressor – qHTS for Suppressors of FUS Proteinopathy: Primary screen using FUS-linked yeast assay; S. cerevisiae FUS-expressing, growth rescue, OD600, 24 h; 0.24% of 390,000 active; Potency, µM (highest dose often 76.6 µM), for the others: top-dose growth rescue (activation), most hits filed as activators;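 note: potency is the fitted concentration of half-maximal effect; plate controls were DMSO vehicle for no effect and reference control for full effect; nearly all actives have a fitted effect of over 55% in size; some results filed as inactive show a strong effect at the top dose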
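Yeast expressing FUS under galactose induction, OD 0.005 in 2% galactose medium; compounds in a dilution series, 24 h at 30C. Growth rescue by absorbance at 600 nm; CP55940 positive control, DMSO negative.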
* hit, by the source's call; ? = inconclusive; · = not tested or not shown; & = joins results of further samples; [ ] = another dose, or the depositor's remark. Unless noted, calls come from the whole dose curve; as a rule, active = well fitted curve in the direction sought with a large enough effect; inconclusive = small, poorly fitted or top-dose-only effect, or another doubt; inactive = no such curve, though single readings can be large; an effect the other way counts as inactive or inconclusive.

SMILES	IL2 activator	EPAC1 antag	PI5P4K alpha inh	EPAC1 ag	PLK1 PBD block	Abeta rescue	WRN inhibitor	FUS suppressor
Cc1ccc(S(=O)(=O)N[C@H](C(=O)OCC(=O)NC(=O)C2CCCCC2)C(C)C)cc1	-0.7	1%	7	-4%	1%	5%	-19%	·
Cc1ccc(CNC(=O)Cn2cnc(C(=O)Nc3ccc(C)c(C)c3)n2)o1	-0.4	-17%	?	-11%	-21%	4%	-22%	-10%
CCOc1ccc2nc(SCC#N)c(C#N)cc2c1	-1.6	-1%	-1	2%	-13%	23%	-6%	28%
CN1CCc2c(sc(NC(=O)C3CCCCC3)c2C(N)=O)C1	-2.4	-9%	1	-7%	-8%	3%	-3%	-24%
CCn1cc(C(=O)O)c(=O)c2cc(F)c(N3CCN(C(=S)NC(=O)c4ccccc4)CC3)cc21	-1.4	-7%	2	-1%	-7%	-3%	-1%	-13%
O=C1OCCN1C(=O)[C@H]1[C@H](c2ccccc2)C(c2ccc(F)cc2)=NN1c1ccc(Br)cc1	-0.6	-9%	22	12%	-15%	27%	-10%	34%
COCCNC(=O)/C=C/c1c(Cl)cccc1Cl	-0.7	-7%	7	10%	-16%	25%	2%	·
O=C(c1ccccc1)N1CCCCC(Cl)C1=O (stereo unspecified)	0.8	-29%	-9	1%	?	-10%	-3%	-1%
Cc1cc(NCc2ccccn2)ccc1Br	-0.2	3%	·	11%	-4%	7%	0%	15%
Cc1nc2cc3c(=O)n(C)cnc3cc2n1Cc1ccccc1	-0.9	-16%	?	3%	-27%	0%	2%	-16%
O=C(CCCn1c(=S)[nH]c2cc3c(cc2c1=O)OCO3)N1CCN(c2ccccc2F)CC1	1.8	-18%	·	4%	1%	11%	-10%	13%
CCOC(=O)c1c(NC(=O)CSc2c[nH]c3ccccc23)sc2c1CCC2	-2.5	-8%	20	-5%	-11%	6%	-10%	-7%
O=C(CS(=O)(=O)c1ccccc1)c1cc2cc(F)ccc2oc1=O	-0.4	?	2	2%	15µM*	?	-20%	-1%
CCN(CC)S(=O)(=O)c1cc(NC(=O)C(=O)c2c(-c3ccccc3)cc3ccccn23)ccc1C	-1.2	7%	·	10%	-4%	7%	-11%	42%
CN(C)c1ccc(C(=O)Nc2cc(C(F)(F)F)ccc2-n2cncn2)cc1	-2.2	4%	1	-1%	2%	8%	1%	-10%
O=C(CNC(=O)c1cccnc1)N=Nc1c(O)[nH]c2c(Br)cc(Br)cc12	-2.6	15%	3	-9%	-1%	-4%	8%	-5%
CCc1nnc(NC(=O)c2nn(-c3ccccc3)nc2C)s1	-0.6	3%	0	10%	-1%	9%	-13%	30%
CCOc1ccc(Nc2nc(Cc3nnc(SCC(=O)NCc4ccco4)n3CC)cs2)cc1	0.0	16%	·	2%	-5%	9%	-7%	30%
O=C(C1COc2ccccc2O1)N1CCN(c2ccccc2)CC1 (stereo unspecified)	-0.2	-3%	2	4%	-8%	?	-4%	2%
Cc1[nH]nc(SCC(=O)Nc2ccc(C#N)cc2)c1[N+](=O)[O-]	-0.6	6%	7	-12%	-4%	-13%	-4%	15%
Cc1oc2ccc(Br)cc2c(=O)c1-c1nn[nH]n1	0.0	-12%	-10	3%	-4%	-21%	5%	-5%
Cn1c(O)c(N=Nc2ccccc2[N+](=O)[O-])c2ccccc21	2.4	3%	-9	7%	-9%	1%	?	13%
Cc1ccnc(SCC(=O)N2CCN(C(c3ccccc3)c3ccccc3)CC2)n1	-4.2	2%	-3	5%	-19%	-3%	13%	19%
CC(C)CC(=O)NC(=S)N(Cc1ccccc1)Cc1ccccc1	-1.5	-10%	-1	5%	2%	?	3%	19%
c1ccc(Nc2ncnc3c2oc2ccccc23)cc1	1.0	15%	-2	-4%	-2%	-1%	2%	16%

Profiles, looked up by structure. Order of screens: IL2 activator | EPAC1 antag | PI5P4K alpha inh | EPAC1 ag | PLK1 PBD block | Abeta rescue | WRN inhibitor | FUS suppressor
`Cc1cc(NCc2ccccn2)ccc1Br` is listed with -0.2 | 3% | · | 11% | -4% | 7% | 0% | 15%
`CN1CCc2c(sc(NC(=O)C3CCCCC3)c2C(N)=O)C1` is listed with -2.4 | -9% | 1 | -7% | -8% | 3% | -3% | -24%
`O=C(CS(=O)(=O)c1ccccc1)c1cc2cc(F)ccc2oc1=O` is listed with -0.4 | ? | 2 | 2% | 15µM* | ? | -20% | -1%
`CN(C)c1ccc(C(=O)Nc2cc(C(F)(F)F)ccc2-n2cncn2)cc1` is listed with -2.2 | 4% | 1 | -1% | 2% | 8% | 1% | -10%

Next compounds follow:
SMILES	IL2 activator	EPAC1 antag	PI5P4K alpha inh	EPAC1 ag	PLK1 PBD block	Abeta rescue	WRN inhibitor	FUS suppressor
O=[N+]([O-])c1cc([N+](=O)[O-])c2nonc2c1Nc1ccccc1O	-2.0	-25%	?	7%	-3%	7%	-11%	3%
CCN(CC)CCCNC(=O)c1cn(-c2cccc(OC)c2)c(=O)c2ccccc12	0.5	-10%	2	12%	-2%	-16%	-1%	12%
O=C(NCC1CCCO1)C1CCN(S(=O)(=O)Cc2ccccc2)CC1 (stereo unspecified)	-3.1	2%	1	-4%	-15%	-10%	9%	10%
CC1=NN(c2cccc(Cl)c2)C(=O)C1	2.8	-6%	8	5%	-8%	-2%	-19%[57.1 µM]	4%
COC(=O)C[C@@H]1C=C[C@H](NC(=O)Cc2ccccn2)[C@@H](CO)O1	1.5	1%	3	3%	-12%	-12%	1%	-1%
COC(=O)[C@H](CCSC)NC(=O)Nc1ccc(C)cc1C	0.8	12%	·	0%	2%	26%	-3%	20%
COc1ccc(NC(=O)Cn2cnc3c(cnn3C(C)(C)C)c2=O)cc1OC	-4.0	10%	-4	4%	2%	8%	-14%	12%
Cc1cc(C)nc(NC(=O)c2cc(Br)ccc2Cl)n1	1.6	4%	-1	3%	1%	2%	-1%	13%
O=C(NCc1ccccc1)C1Cc2c(-c3ccc(Cl)cc3)ccnc2O1 (stereo unspecified)	2.1	-23%	-3	-12%	2%	-8%	-5%	33%
Cc1ccc(Cn2ccc(NC(=O)c3cc(C(C)C)on3)n2)cc1	-0.4	-17%	-1	-9%	-12%	-10%	-14%	17%
O=C(NC1CCCc2ccccc21)c1cccnc1 (stereo unspecified)	-2.5	16%	-2	3%	-6%	-18%	-1%	17%
CCCS(=O)(=O)c1cscc1NC(=O)c1c(-c2c(F)cccc2Cl)noc1C	-0.9	-17%	6	6%	4%	12%	-8%	0%
Cc1cc(C)nc(NC(=S)NC(=O)c2ccccc2)n1	-0.2	-13%	6	2%	-9%	12%	-28%	8%
Cc1ccc(S(=O)(=O)N2CCOCC2)cc1NC(=O)COC(=O)C1=COCCO1	1.2	10%	7	10%	1%	1%	-3%	24%
Cc1ccccc1N=C1NC(=O)/C(=C/c2cccn2-c2cccc(C(=O)O)c2)S1	0.1	-10%	-87*	3%	17µM*	-8%	?	-13%
O=C(C/C=N\OCc1c(Cl)cccc1Cl)Oc1ccc(Cl)cc1Cl	0.2	8%	-11	-9%	-4%	-1%	-5%	20%
CC(C)N1C(=O)CCC1C(=O)N1CCN(c2ccccn2)CC1 (stereo unspecified)	-1.5	-14%	2	6%	-16%	4%	2%	-12%
O=C(/C=C/c1cccs1)NC(=S)Nc1ccccc1	-1.9	?	8	10%	-12%	10%	-11%	15%
COc1ccc(C2c3ccc4ccccc4c3Oc3ncn(CCCO)c(=N)c32)cc1 (stereo unspecified)	-3.0	-12%	14	-5%	-3%	4%	19%	42%
CCc1cc(=O)n2[nH]c(-c3ccccc3)c(-c3ccccc3)c2n1	0.3	4%	?	5%	-10%	-9%	-6%	-3%
C#CCN(C(=O)c1cc(COc2cccc(C(F)(F)F)c2)on1)C1CCCCC1	-4.1	-14%	29	-14%	1%	0%	-22%	20%
Cc1nc2c(c(=O)c3ccccc3n2C)c(=O)n1-c1ccccc1	0.0	-10%	-2	-4%	-1%	-18%	-8%	14%
COc1cccc(-c2nc(CS(=O)(=O)CC(=O)Nc3cccc(C(C)=O)c3)c(C)o2)c1	-0.8	-24%	-8	-18%	24µM*	4%&-5%	2%	13%&10%
COC(=O)c1ccc(CNC(=O)c2ccc(OC)c(S(=O)(=O)NC3CCCC3)c2)cc1	0.8	11%	0	0%	4%	-1%	0%	22%
COc1ccc(-c2cn(-c3ccc(Br)cc3)c3[n+]2CCS3)cc1	-0.2	4%	-3	-6%	-11%	-15%	-2%	-4%

Going on with the list:
SMILES	IL2 activator	EPAC1 antag	PI5P4K alpha inh	EPAC1 ag	PLK1 PBD block	Abeta rescue	WRN inhibitor	FUS suppressor
Cn1cc(C(=O)c2ccc(Cl)cc2Cl)cc1C(=O)N/N=C(\N)COc1cccc(C(F)(F)F)c1	-0.4	-21%	5	-24%	1%	-10%	-8%	?
Cc1ccccc1C(=O)c1cccn1CC(=O)N1CCCCCC1	0.1	10%	-2	-1%	-2%	13%	5%	4%
NC(=O)Nc1ccc(Nc2ccccc2)cc1	-0.8	9%	-30	7%	3%	-5%	-9%	-3%
CCCCNc1c(N)n(CCC)c(=O)[nH]c1=O	0.3	7%	0	7%	-15%	-10%	-4%	6%
O=C(C1=C(O)C(=O)N(CCN2CCOCC2)C1c1cccc(F)c1)c1cc2ccccc2o1 (stereo unspecified)	-0.1	-13%	2	-5%	-14%	·	-6%	36%
O=[N+]([O-])c1ccc(N(CC(O)CN2CCCCC2)S(=O)(=O)c2ccccc2)cc1 (stereo unspecified)	0.0	6%	0	9%	-8%	17%	6%	0%
CCOC(=O)c1cc(CC)sc1NC(=O)c1ccc(N2C(=O)CCC2=O)cc1	4.2	3%	·	0%	-1%	-5%	-2%	-4%
COc1ccc(CCNc2nc(C)cc(C)n2)cc1OC	-2.7	8%	2	-4%	-2%	-2%	1%	14%
CCCCCn1c(CN2CCN(c3cccc(Cl)c3)CC2)nc2c1c(=O)n(C)c(=O)n2C	13	14%	·	23%	-3%	-23%	-11%	?
COc1ccccc1-n1cnc2cc(NS(=O)(=O)c3ccc(Br)cc3)ccc21	-2.8	-15%	-3	0%	1%	19%	-6%	?
COc1cc(NC(=O)COc2cc3oc(=O)cc(C)c3cc2Cl)cc(OC)c1OC	-1.1	-7%	-1	-14%	2%	-19%	1%	-16%
